Assay outcomes (PubChem BioAssay)
TbREL1 inh = TbREL1 inhibition, primary screen; TbREL1 RNA ligation, FRET fluorescence; inhibition, % at 9.66 µM; 0.49% of 89,000 active; AID 1117264;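 active = inhibition above the mean inhibition across all screened compounds plus 3 SD, cut at about 11% in these data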;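 also: 0% = plate median of test wells and 100% = NSC42067 control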
Target sequence (P86926 whole entry, looked up): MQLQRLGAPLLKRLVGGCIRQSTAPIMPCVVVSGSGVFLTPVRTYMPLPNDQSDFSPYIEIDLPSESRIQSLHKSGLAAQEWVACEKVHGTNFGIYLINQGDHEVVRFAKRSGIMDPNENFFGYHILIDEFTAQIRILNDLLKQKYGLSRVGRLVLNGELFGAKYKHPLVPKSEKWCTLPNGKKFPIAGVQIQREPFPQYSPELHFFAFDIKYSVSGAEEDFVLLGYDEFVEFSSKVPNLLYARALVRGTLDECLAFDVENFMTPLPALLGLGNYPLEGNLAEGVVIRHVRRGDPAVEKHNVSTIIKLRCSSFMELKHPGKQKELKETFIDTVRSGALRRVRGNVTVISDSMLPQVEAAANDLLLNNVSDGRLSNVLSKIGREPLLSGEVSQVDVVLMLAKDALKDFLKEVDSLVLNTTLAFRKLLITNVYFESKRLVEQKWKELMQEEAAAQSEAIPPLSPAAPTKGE
Numbers without * were called inactive.

SMILES	TbREL1 inh
COCCNC(=O)CN(c1ccc(OC)c(OC)c1)S(=O)(=O)c1ccc(C)cc1	1
O=C(O)c1cccc2c1C(=O)c1ccccc1C2=O	-1
O=S(=O)(NC1CCCC1)c1ccc(-n2cnnn2)cc1	0
CN(c1ccccc1C(=O)Nc1ccc2c(c1)n(C)c(=O)n2C)S(C)(=O)=O	1
N#Cc1ccc(Cl)cc1NC(=O)COC(=O)c1ccc(S(=O)(=O)N2CCCC2)cc1	0
CCOc1ncccc1C(=O)N1CCCSC1=Nc1ccc(C(C)=O)cc1	0
COc1ccc(C(CCNC(C)c2ccccc2)C(C)C)cc1 (stereo not given)	11
COC(=O)NNC(=O)COc1ccc(Br)c(C)c1	1
CN(C)S(=O)(=O)c1ccc(C(=O)OCC(=O)NC(=O)NCc2ccccc2)cc1	3
O=C(CSc1c(Cl)cccc1Cl)N1CCC(c2nc3ccccc3s2)CC1	-3
Cc1csc(SCC(=O)NCCc2ccc(Cl)cc2Cl)n1	0
CCc1c(O)nc(SCC(=O)Nc2ccc(Br)cc2)n(-c2ccc(C)cc2)c1=O	-3
CCOC(=O)/C(C#N)=C/c1ccc(OC)c(OC)c1	-2
COc1cc2cnc(CCO[C@H]3CCCCO3)cc2cc1OC	0
COc1ccc2c(C=O)cn(C)c2c1	6
CC(=NNC(=O)c1ccncc1)c1ccc(Cl)c(Cl)c1	-2
COc1cc(CCCN2C(=O)C(=O)NC[C@@H]2c2ccccc2)cc(OC)c1OC	-2
CCOc1ccc(N(C(=O)CNC(=O)c2ccco2)C(C(=O)NC2CCCC2)c2cccnc2)cc1 (stereo not given)	-1
CCN(C(=O)Cn1c(=O)oc2ccccc21)c1cccc(C(F)(F)F)c1	-2
Clc1ccc(Cc2ccccc2)nn1	1
Cc1ccc(C(=O)NCc2ccc(Cl)cc2)cc1S(=O)(=O)N1CCCCC1	-1
N#CC1(NC(=O)COc2ccccc2[N+](=O)[O-])CCCCC1	-5
Cc1ccc(-c2nc(C3CCCN(S(=O)(=O)c4ccc(C(C)(C)C)cc4)C3)no2)cc1 (stereo not given)	-1
Cc1cccc(CS(=O)(=O)c2cn(CC(=O)N3CCOCC3)c3ccccc23)c1	1
CC1CCC(CC(=O)O)(C(=O)O)CC1 (stereo not given)	-3
Cc1ccc2nc(SCC(=O)NCc3ccc(S(N)(=O)=O)cc3)[nH]c2c1	-3
COc1cc(C)nc(NCc2ccccc2)n1	-1
Cc1nc(N2CCCCC2)c2ccsc2n1	5
Cc1ccc(S(=O)(=O)Nc2cccc(C(=O)N3CCOCC3)c2)c(C)c1NS(C)(=O)=O	11
N/C(=N\S(=O)(=O)c1ccc(Cl)cc1)N1CCOCC1	1
O=C(c1ccc2snnc2c1)N1CCN(c2ccccn2)CC1	-3
CCOC(=O)c1c(Nc2ccccc2N)cc(C)nc1C	-2
O=C(CCSc1nnc2ccc3ccccc3n12)Nc1ccc(F)cc1	1
O=C1C=C(c2ccc(F)cc2OCc2ccccc2)C[C@@H](c2ccc(Cl)cc2)C1	3
C[C@@H]1CN([C@@H](C)CO)C(=O)CCCn2nncc2CO[C@H]1CN(C)S(=O)(=O)c1cn(C)cn1	0
O=C1CC(c2ccccc2)C(=O)N2C(=O)CC(c3ccccc3)C(=O)N12 (stereo not given)	-1
CCOC(=O)c1c(CSC(=N)N)n(-c2ccc(Br)cc2)c2cc(Br)c(OC(C)=O)cc12	4
CCS(=O)(=O)Nc1ccc(-c2cc(-c3ccccc3)c3cc(C)ccc3n2)cc1	-1
COC(=O)C[C@H]1CC[C@@H]2[C@H](COc3ccc(NC(=O)c4cccc(Cl)c4)cc3C(=O)N2C)O1	-1
O=C(CSc1nc2ccccc2nc1N1CCCC1)N1CCN(c2cccc(C(F)(F)F)c2)CC1	7
CCCNC(=O)c1c(Cl)cnn1-c1ccc(C)cc1	2
Cn1c(Cc2cccs2)nnc1SCC(=O)Nc1ccc(OCc2ccccc2)cc1	-3
CCc1sc(C(=O)Nc2cc(S(=O)(=O)N3CCOCC3)ccc2OC)cc1C	-2
CCNS(=O)(=O)c1ccc(NC(=O)Cn2cc([N+](=O)[O-])cn2)cc1	-3
COC(=O)C1=CN(c2ccc(OC)cc2)C(N)=C(C#N)C1c1ccc(OC)cc1 (stereo not given)	-7
CCOc1ccc(NC(=O)CSc2nnc(CCNC(=O)c3ccc(OC)cc3)n2CC)cc1	5
Nc1c(-c2ccc(F)cc2)cnc2ncnn12	3
CCOC(=O)c1cc(NC(=O)c2cc(C)on2)cc(C(=O)OCC)c1	-4
CCS(=O)(=O)N1CCC(C(=O)Oc2ccccc2)CC1	-1
O=C(NCc1ccccc1)[C@H]1C[C@@H]1[C@H](NP(=O)(c1ccccc1)c1ccccc1)c1ccccc1	6
CCOc1cccc(C(=O)Nc2ccccc2C(=O)N2CCN(C)CC2)c1	0
CCc1cc2c(NCc3ccco3)ncnc2s1	6
CCOc1ccc2nc(NCCNS(=O)(=O)c3ccccc3)c(C#N)cc2c1	3
O=C1CCC(/C=C/c2ccccc2)=NN1Cc1ccc(F)cc1	0
CCOC(=O)C1=C(C)Nc2sc(C(=O)c3ccc(F)cc3)c(N)c2C1c1ccc(C(=O)OC)cc1 (stereo not given)	-1
CC1CCC(NS(=O)(=O)c2ccc3c(c2)CC(=O)N3)CC1 (stereo not given)	3
COc1ccccc1N1CCN(C(c2ccc(C)cc2)c2nnnn2C(C)C)CC1 (stereo not given)	-1
CCCC(=O)c1cc(-c2nc3ccccc3n2C)n(C)c1	4
CCSc1nnc([C@H](Cc2ccccc2)NC(=O)OC(C)(C)C)o1	-1
CC(C)(c1ccccc1)c1ccc(OCc2ccc(C(=O)O)o2)cc1	0

Among those listed so far, these have a furan ring, fused or not.
SMILES	TbREL1 inh
CCOc1ccc(N(C(=O)CNC(=O)c2ccco2)C(C(=O)NC2CCCC2)c2cccnc2)cc1 (stereo not given)	-1
CCc1cc2c(NCc3ccco3)ncnc2s1	6
CC(C)(c1ccccc1)c1ccc(OCc2ccc(C(=O)O)o2)cc1	0

Next records.
SMILES	TbREL1 inh
Cc1ccc(S(=O)(=O)Nc2c(C)n(C)n(-c3ccccc3)c2=O)cc1C(=O)NCc1ccco1	5
NC(=O)c1nsc(C(=O)N(Cc2ccco2)C(C(=O)NCC2CCCO2)c2ccc(F)cc2)c1N (stereo not given)	0
CCN(CC)c1ccc(C=N/C(C#N)=C(\N)C#N)cc1	7
O=C(O)c1ccc(CNCc2cccc(Cl)c2Cl)cc1	0
COc1ccc(S(=O)(=O)N2CCOCC2)cc1NC(=O)c1ccncc1	4
CCOc1ccc(-n2c(SCC(=O)NC3CCS(=O)(=O)C3)nnc2-c2cccnc2)cc1 (stereo not given)	-3
O=C(CSc1n[nH]c(=O)n1-c1cccnc1)Nc1ccccc1	2
OCC[C@@H]1C[C@H](O)[C@@H](O)[C@@]2(CCCc3ccccc3O2)O1	4
NS(=O)(=O)c1ccc(NC(=S)NC(=O)c2ccco2)cc1	2
O=C(O)C1CCCCN1S(=O)(=O)c1ccccc1 (stereo not given)	1
Cc1ccc(-c2n[nH]c(=S)n2/N=C/c2c(C)nn(-c3ccccc3)c2C)cc1	-3
O=c1c(Cl)c(Nc2cccc(Cl)c2)cnn1-c1nc2ccccc2s1	2
COc1cccc(/C=N/NC(=O)c2ccc(N3CCCC3=O)cc2)c1	-4
Cc1[nH]c2ccc(Br)cc2c(=O)c1CN1CCOCC1	2
COc1ccc(OC)c(NC(=O)Cc2coc3cc(C)cc(C)c23)c1	0
CC1(C(=O)NCc2cccnc2)CCC(=O)N1Cc1cccs1 (stereo not given)	2
O=C1CC(N2CCSCC2)C(=O)N1c1ccc(F)cc1 (stereo not given)	0
O=[N+]([O-])c1ccc(Oc2cccc(F)c2)c2ccncc12	1
COc1ccccc1Nc1nc(-c2sc(NC(=O)C(C)(C)C)nc2C)cs1	-2
CCNC(=O)Cc1ccc(Br)cc1	3
O=C(Nc1ccccc1)NC1(C(=O)NCc2ccco2)CCCCC1	-2
COc1ccc(CCC(=O)NNC(=O)c2cccs2)cc1	3
N=c1c2c(-c3ccccc3)c(-c3ccccc3)n(Cc3ccco3)c2ncn1CCN1CCOCC1	7
O=C(CN(c1ccccc1Cl)S(=O)(=O)c1ccccc1)NCc1ccccc1	3
CCn1nc(C)cc1C(=O)N(C)C1CCCN(Cc2ccccc2F)C1 (stereo not given)	0
Cc1cc(C(=O)NNC(=O)c2ccccc2[N+](=O)[O-])c(C)o1	5
COc1ccc(CCNC(=O)CCNS(=O)(=O)c2ccc3c(c2)CCN3C(C)=O)cc1OC	-1
O=C(Nc1ccccc1C(F)(F)F)O[C@@H]1CC[C@@]23CCCN2C(=O)CCC[C@H]3C1	3
COC(=O)[C@@]12CCCCN1[C@H](c1ccc(-c3ccc4c(c3)OCO4)cc1)[C@H]1C(=O)N(C)C(=O)[C@H]12	-2
CCOc1ccc2c(C)c(Cl)c(=O)oc2c1	-7
CCOC(=O)CCNC(=O)N1CCCC(N2CCN(c3ccc(OC)cc3)CC2)C1 (stereo not given)	-5
CCOC(=O)c1c(/N=C/c2cc(OC)cc([N+](=O)[O-])c2O)sc(C)c1C	-6
CCCCSc1ccc(NC(=O)c2cccnc2)cc1	-2
O=C(COc1ncnc2ccccc12)Nc1ccc(S(=O)(=O)N2CCOCC2)cc1	-2
COc1ccccc1CNC(=O)COC(=O)c1ccc(NC(N)=O)cc1	-4
Cc1ccc(S(=O)(=O)NCCC(=O)NNc2c(F)c(F)cc(F)c2F)cc1	0
O=C(OCCc1cc2ccccc2c(=O)o1)c1ccccc1C(F)(F)F	2
CC1CC(C)CN(C(=O)c2cc(-c3ccncc3)nc3ccccc23)C1 (stereo not given)	-2
COC(=O)CSc1nc2cc(Cl)ccc2c(=O)n1C1CCCC1	-2
C/C(=N\NC(=O)c1nn(C)cc1Br)c1cccc(NC(=O)C(C)(C)C)c1	-1
CCOc1ccc(CN(C(=O)c2oc3ccccc3c2C)C2CCS(=O)(=O)C2)cc1 (stereo not given)	-4
CC1Cc2ccccc2N1C(=S)NC(=O)c1cccc(Br)c1 (stereo not given)	0
CCOc1ccc(Nc2nc3cc(S(=O)(=O)CC)ccc3o2)cc1	-5
COc1ccc(-c2csc(NC(=O)C3CCCO3)n2)cc1 (stereo not given)	-2
Cc1ccc(C(C)NC(=O)c2cc(C)oc2C)cc1 (stereo not given)	-3
O=C(O)c1ccc(C[n+]2c(-c3ccccc3)csc2Nc2ccccc2)cc1	9
COC(=O)C1C(c2ccccc2)C(C(=O)N2CCN(C)CC2)C1c1ccccc1 (stereo not given)	-3
CCCCn1c(O)c(N=Nc2ccccn2)c2ccccc21	2
CCN1CCN(CCNC(=O)c2ccc(CS(=O)(=O)c3c(Cl)cccc3Cl)o2)CC1	-3
O=C(Cc1csc(NC(=O)Nc2ccc(Cl)cc2)n1)NCc1cccnc1	1
O=C(/C=C/c1cccs1)c1cc(Br)ccc1OC(=O)N1CCOCC1	-3
O=C(NC(=O)c1c(F)cccc1F)Nc1cccc(Oc2ncc(Cl)cn2)c1	1
Cc1ccc([N+](=O)[O-])cc1S(=O)(=O)Nc1ccc(O)c(Sc2ncn[nH]2)c1	3
O=C(CSc1ccc2ccccc2n1)NC1CC1	1
Cc1ccc(-c2nn3c(C)nnc3s2)cc1NC(=O)c1ccc(Br)o1	6
COC(=O)c1nc2n(n1)C(c1ccc([N+](=O)[O-])cc1)C(C(=O)Nc1ccc(Cl)cc1)=C(C)N2 (stereo not given)	3
CCOc1ccc(NC(=O)COc2cccc3cccnc23)cc1S(=O)(=O)N1CCCC1	-4
Cc1cccc(C)c1OCc1n[nH]c(=S)n1-c1ccccc1	-6
Cn1c(CNC(=O)c2ccco2)nnc1SCC(=O)Nc1c(F)cc(F)cc1Br	-1
O=C(NCc1nc2ccccc2[nH]1)C1=C[C@@H](c2csc3ccccc23)C[C@@H](OCCCCO)O1	3

Other structures:
SMILES	TbREL1 inh
CCC/C(O)=C1\C(=O)CC(C)(C)CC1=Nc1ccc(OC)cc1OC	0
Cc1ccc(/C=C(\NC(=O)c2ccccc2)C(=O)NCCN2CCOCC2)o1	-3
CC(C)C(NC(=O)CCNC(=O)c1ccc(C(C)(C)C)cc1)c1nc2ccccc2[nH]1 (stereo not given)	2
O=C(CSc1ncnc2scc(-c3ccc(Cl)cc3)c12)Nc1ccccc1-c1ccccc1	5
C=CCn1c(CCNC(=O)c2cccs2)nnc1SCC(=O)c1cccc([N+](=O)[O-])c1	2
O=C(CCNS(=O)(=O)c1cccc2nsnc12)NCc1ccc(F)cc1	1
S=C(Nc1cc(Cl)cc(Cl)c1)NC(c1ccccc1)c1ccccc1	6
CCS(=O)(=O)Nc1ccc(-c2nnc(SCC(=O)OC)o2)cc1	0
Cc1ncc(CO)c(/C=N/Nc2ccc(C(F)(F)F)cn2)c1O	1
CC1=NN(C(=O)COc2cc(C)ccc2C(C)C)C(O)(c2ccccc2)C1 (stereo not given)	-3

Molecules from the list above with two or more sulfur atoms:
SMILES	TbREL1 inh
O=C(CSc1c(Cl)cccc1Cl)N1CCC(c2nc3ccccc3s2)CC1	-3
Cc1csc(SCC(=O)NCCc2ccc(Cl)cc2Cl)n1	0
Cc1ccc2nc(SCC(=O)NCc3ccc(S(N)(=O)=O)cc3)[nH]c2c1	-3
Cc1ccc(S(=O)(=O)Nc2cccc(C(=O)N3CCOCC3)c2)c(C)c1NS(C)(=O)=O	11
Cn1c(Cc2cccs2)nnc1SCC(=O)Nc1ccc(OCc2ccccc2)cc1	-3
CCc1sc(C(=O)Nc2cc(S(=O)(=O)N3CCOCC3)ccc2OC)cc1C	-2
CCOc1ccc(-n2c(SCC(=O)NC3CCS(=O)(=O)C3)nnc2-c2cccnc2)cc1 (stereo not given)	-3
NS(=O)(=O)c1ccc(NC(=S)NC(=O)c2ccco2)cc1	2
COc1ccccc1Nc1nc(-c2sc(NC(=O)C(C)(C)C)nc2C)cs1	-2
Cc1ccc([N+](=O)[O-])cc1S(=O)(=O)Nc1ccc(O)c(Sc2ncn[nH]2)c1	3
O=C(CSc1ncnc2scc(-c3ccc(Cl)cc3)c12)Nc1ccccc1-c1ccccc1	5
C=CCn1c(CCNC(=O)c2cccs2)nnc1SCC(=O)c1cccc([N+](=O)[O-])c1	2
O=C(CCNS(=O)(=O)c1cccc2nsnc12)NCc1ccc(F)cc1	1
CCS(=O)(=O)Nc1ccc(-c2nnc(SCC(=O)OC)o2)cc1	0

This is a subset; the hit share may differ from the screen's.
